# ULK1 primary – inhibitors of human ULK1 kinase | 30,000 compounds, 1.9% hits | inhibition, % at 5.96 µM | AID 1259251 | AlphaScreen Atg13 phosphorylation by ULK1, luminescence; in the data active = inhibition above about 43%;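 note: 0% = median of compound wells and 100% = no enzyme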
# Target sequence (O75385 whole entry, looked up): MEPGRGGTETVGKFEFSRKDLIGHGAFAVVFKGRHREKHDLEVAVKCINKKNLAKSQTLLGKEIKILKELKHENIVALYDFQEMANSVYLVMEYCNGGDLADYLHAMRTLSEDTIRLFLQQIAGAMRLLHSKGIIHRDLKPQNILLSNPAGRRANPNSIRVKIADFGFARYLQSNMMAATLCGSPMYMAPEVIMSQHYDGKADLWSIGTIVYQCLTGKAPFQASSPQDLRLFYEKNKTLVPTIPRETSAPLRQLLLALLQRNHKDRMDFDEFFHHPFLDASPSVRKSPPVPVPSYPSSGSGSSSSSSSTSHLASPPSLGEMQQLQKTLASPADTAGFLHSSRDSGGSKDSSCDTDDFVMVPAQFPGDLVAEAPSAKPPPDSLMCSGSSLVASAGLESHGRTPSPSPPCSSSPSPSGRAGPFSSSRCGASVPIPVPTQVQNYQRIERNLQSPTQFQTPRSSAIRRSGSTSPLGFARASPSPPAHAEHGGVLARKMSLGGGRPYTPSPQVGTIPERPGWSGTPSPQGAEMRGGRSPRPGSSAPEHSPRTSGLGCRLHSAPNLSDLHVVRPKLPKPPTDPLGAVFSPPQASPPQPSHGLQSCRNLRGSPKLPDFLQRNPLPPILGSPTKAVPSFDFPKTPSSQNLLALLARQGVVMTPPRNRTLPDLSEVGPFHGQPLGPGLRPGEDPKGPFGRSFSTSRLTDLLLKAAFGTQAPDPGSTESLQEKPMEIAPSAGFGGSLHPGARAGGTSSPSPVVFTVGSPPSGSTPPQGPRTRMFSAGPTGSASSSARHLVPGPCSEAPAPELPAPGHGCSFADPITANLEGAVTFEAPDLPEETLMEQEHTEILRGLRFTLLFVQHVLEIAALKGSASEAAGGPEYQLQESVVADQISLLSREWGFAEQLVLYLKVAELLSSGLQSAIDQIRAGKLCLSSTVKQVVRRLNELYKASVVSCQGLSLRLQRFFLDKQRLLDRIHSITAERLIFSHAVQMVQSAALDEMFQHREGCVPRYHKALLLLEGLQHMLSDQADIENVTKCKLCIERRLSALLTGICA
# ASK1 inh – human ASK1 kinase inhibition, primary screen. Q99683. AlphaScreen MKK6 phosphorylation by ASK1, luminescence. inhibition, % at 7.44 µM. 22,000 compounds, 0.99% hits. AID 1159602; in the data active = inhibition above about 35%;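 note: 0% = median of compound wells and 100% = no enzyme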
# * marks the source's active call; other numbers are inactive results; . = not tested or not shown; & = joins results of further samples.
SMILES,ULK1 primary,ASK1 inh
O=C(NCc1nc2ccccc2[nH]1)c1ccnc(N2CCN(c3ccccn3)CC2)c1,1,4
Cc1cc(=O)[nH]c(Nc2nc(C)c3ccccc3n2)n1,7,.
O=C1CCCN1CCn1cnc2c(Nc3ccccc3)nc(N3CCC(N4CCOCC4)CC3)nc21,-14,1
CN1CCN(C(=O)c2ccc(-c3cc(N)ncn3)cc2)CC1,9,2
COc1ccc(CCNC(=O)c2csc(-c3ccc(C(=O)N4CCN(C)CC4)cc3)n2)cc1,3,2
O=C1CCCN1CCCNc1nc(NCc2ccc3c(c2)OCO3)nc2c1ncn2-c1ccccc1,0,0
CC(C)n1cnc2c(NCc3ccccc3)nc(Nc3cccnc3)nc21,0,-11
CC(C)n1c(Nc2ccccn2)nc2c(Nc3ccc(Oc4ccccc4)cc3)ncnc21,-4,-3
Nc1nc(NCc2nc3ccccc3[nH]2)cc(N2CCCC2CO)n1 (centres undefined),4,-3
C=CCN1CCN(c2c(Cl)cccc2NC(=O)C2CCCO2)CC1 (centres undefined),-5,-6
c1ccc(Oc2ccc(Nc3nc(Nc4ncccn4)nc4c3ncn4-c3ccsc3)cc2)cc1,2,3
Cc1cnc(-c2c(C)nn(C)c2C)nc1NCc1nc2ccccc2[nH]1,5,-22
Cc1cnc(-c2csc3ccccc23)nc1N,-6,-5
COc1ccc(CCNc2ncnc3nc(N4CCC(N5CCOCC5)CC4)[nH]c23)cc1,5,1
CC(C)n1cnc2c(Nc3ccc(N4CCOCC4)cc3)nc(Nc3nc4ccccc4n3C)nc21,21,2
CS(=O)(=O)Cc1cccc(-c2ccnc(Nc3ccc(S(N)(=O)=O)cc3)n2)c1,7,-10
CCN(CC)c1nc(NCCc2ccc(O)cc2)nc(Nc2nc3ccccc3n2C)n1,-1,-17
Oc1ccc(CCNc2nc(Nc3ncccn3)nc3c2ncn3-c2ccsc2)cc1,-1,-9
Cc1cnc(N2CCN(c3ccccn3)CC2)nc1NCCN1CCOCC1,-22,4
Cc1cc(NC2CC2)nc(N2CCN(Cc3ccc4c(c3)OCO4)CC2)n1,-5,-2
c1ccc(Nc2nccc(Nc3ccc(N4CCOCC4)cc3)n2)cc1,5,25
CCCNc1nc(Nc2ccnn2C)nc2c1ncn2Cc1ccc(C(F)(F)F)cc1,-13,-2
c1ccc2oc(-c3ccc4nc[nH]c4c3)nc2c1,-6,.
NS(=O)(=O)c1ccc(Nc2nccc(-c3ccccc3)n2)cc1,7,8
CCCNC(=O)c1cccc(-c2ccc(N3CCOCC3)nc2)n1,8,-1
Cc1cnc(Nc2ccc(N3CCOCC3)cc2)nc1NC1CCN(Cc2ccccc2)CC1,-3,7
CC(C)n1cnc2c(NCc3cccc(C(F)(F)F)c3)nc(NCCN3CCOCC3)nc21,-6,-11
OCCCNc1nc2cc(F)ccc2n2ccnc12,11,.
O=C(Nc1ccccc1)c1ccc2nc(Br)sc2c1,-19,-2
CN1CCN(C(=O)c2ccc(-c3nc(N)c4ncn(-c5ccccc5)c4n3)cc2)CC1,2,-5
Cc1cnc(NCCCN2CCCC2=O)nc1NCCOc1ccccc1,1,-24
O=C(NCCCN1CCCC1=O)c1cc(NCCN2CCOCC2)nc2ccccc12,1,-1
c1ccc(OCCNc2cc(N3CCN(Cc4ccc5c(c4)OCO5)CC3)ncn2)cc1,-14,14
Cc1c(NC(=O)c2ccc3ccccc3c2)c(=O)n(-c2ccccc2)n1C,-11,.
CCn1c(C2COc3ccccc3O2)nc2cc(-c3cn[nH]c3)ccc21 (centres undefined),-10,6
COc1ccc(CCNC(=O)c2cccc(-c3c(C)noc3C)n2)cc1,-4,-31
CCCc1nnc(-c2cc3ccccc3n2CC(=O)Nc2ccccc2C(=O)OCC)o1,-4,.
Oc1ccc(CCNc2cc(Nc3ccncc3)ncn2)cc1,25&3,-13&-9
CCCNc1nc(NC2CCN(Cc3ccccc3)CC2)nc2c1ncn2CCN1CCCC1=O,-9,-11
CN1CCN(C(=O)c2ccc(-c3nc4ncnc(NCCO)c4[nH]3)cc2)CC1,5,-5
Cc1cc(C)cc(OCC(=O)O/N=C(\N)c2ccncc2)c1,0,.
Nc1ccc(-c2ccnc(Nc3ccc(S(N)(=O)=O)cc3)n2)cc1,8,-13
CC(C)N(CCNC(=O)c1ccc2nc(NCCN3CCOCC3)sc2c1)C(C)C,3,-7
COc1ccc(CCNc2nc(N3CCC(N4CCOCC4)CC3)nc3c2ncn3Cc2ccc(C(F)(F)F)cc2)cc1,-9,17
O=C(NCc1cccc(C(F)(F)F)c1)c1ccc2nc(N3CCOCC3)sc2c1,-13,6
COc1ccc(-c2nc3ccc(C(=O)NCCc4ccc(O)cc4)cc3s2)cn1,3,9
Cc1ccc(C(c2c(O)cc(C)n(Cc3ccccn3)c2=O)N2CCN(c3ccc(F)cc3)CC2)cc1 (centres undefined),1,.
Cc1cncc2cccc(N3CCN(C(=O)CN)CC3)c12,11,4
Nc1cccc(-c2nc3ncnc(NC4CC4)c3[nH]2)c1,0,15
NS(=O)(=O)c1cccc(-c2cc(NC(=O)C3COc4ccccc4O3)ccn2)c1 (centres undefined),-16,-30
Nc1cccc(-c2nc3ccc(C(=O)NCc4cccc(C(F)(F)F)c4)cc3s2)c1,-19,-15
Nc1ccnc(Nc2ccc3ncccc3c2)n1,13,-3
CC(=O)N1CCc2nc3c(C)cccn3c(=O)c2C1,12,.
CCOc1cccc2cc(C(=O)Nc3sc4c(c3-c3nc5ccccc5s3)CCN(C)C4)oc12,21,.
NC(=O)c1ccc(-c2ccc(C(=O)NCc3nc4ccccc4[nH]3)s2)cc1,-1,-3
CCN(CC)C(=O)C1CCCN(c2nc(NC3CC3)nc(N(CC)CC)n2)C1 (centres undefined),-3,6
Cc1ccc(-c2cncc(-c3cc(N4CCN(C)CC4)nc(C)n3)c2)cc1,-4,.
CCCCCC(=O)NC(=S)NNC(=O)c1cccc([N+](=O)[O-])c1,3,.
CCC(=O)Oc1ccc2c(c1)CC[C@@H]1[C@@H]2CC[C@]2(C)[C@@H](OC(=O)CC)CC[C@@H]12,-12,.
COc1ccc(CC(=O)Nc2cc(-n3cc4ccccc4n3)ccn2)cc1,-7,-3

# An excerpt of these results, with each value named:
NS(=O)(=O)c1cccc(-c2cc(NC(=O)C3COc4ccccc4O3)ccn2)c1 (centres undefined)
- ULK1 primary = -16
- ASK1 inh = -30

Oc1ccc(CCNc2nc(Nc3ncccn3)nc3c2ncn3-c2ccsc2)cc1
- ULK1 primary = -1
- ASK1 inh = -9

O=C1CCCN1CCn1cnc2c(Nc3ccccc3)nc(N3CCC(N4CCOCC4)CC3)nc21
- ULK1 primary = -14
- ASK1 inh = 1

# (cont.)
SMILES,ULK1 primary,ASK1 inh
Cc1cc(NCCN2CCOCC2)nc(-c2c(C)nn(C)c2C)n1,-1,-5
COc1cccc(CN(CCN)C(=O)Nc2ccc(-c3cn[nH]c3)cc2)c1,5,7
Cc1ccc2c(c1)CC(C(=O)Nc1ccc(-c3ccnc(N)n3)cc1OCCN(C)C)CO2 (centres undefined),3&5,-2&-1
COc1ccc2oc(C)c(C(=O)Nc3ccc(C)cc3)c2c1,-4,.
c1cn(-c2ccc(Nc3cc(Nc4ccc(N5CCOCC5)cc4)ncn3)cc2)cn1,-7,3
c1cc(-c2ccc3nc([C@@H]4CCCN4)[nH]c3c2)ccn1,6,-4
O=C1CCCN1CCCNc1ncnc2nc(Nc3nccc4ccccc34)[nH]c12,1,-2
Cc1cccc(CN2CCc3c(O)cccc3C2=O)c1,8,.
Nc1nccc(-c2ccc3nc(C4COc5ccc(F)cc5C4)[nH]c3c2)n1 (centres undefined),1,6
O=C(N/C(=C\c1ccc([N+](=O)[O-])cc1)C(=O)N1CCCCC1)c1ccccc1,13,.
CC(C)N(CCNc1nc(N2CCOCC2)nc2c1ncn2-c1ccsc1)C(C)C,2,-3
CC(C)N(CCNc1nc(N2CCN(Cc3ccc4c(c3)OCO4)CC2)nc2c1ncn2C(C)C)C(C)C,5,5
O=C1C(c2[nH]c3ccccc3c2O)=Nc2ccccc21,-10&-6,.
Nc1nc(NCCCN2CCCC2=O)cc(NCc2cccc(C(F)(F)F)c2)n1,-15,-27
COc1cc(Nc2nc(NCCCN3CCCC3=O)c3ncn(Cc4ccc(C(F)(F)F)cc4)c3n2)cc(OC)c1OC,-12,21
Nc1nc(NCCCN2CCCC2=O)cc(Nc2ccc(-n3ccnc3)cc2)n1,-4,-1
COC(=O)c1nn2c(C(F)(F)F)cc(-c3ccco3)nc2c1Cl,5,.
O=C1CCCN1CCCNc1ncnc2nc(N3CCOCC3)[nH]c12,6,-2
O=C(CCCCCCC(=O)Nc1ccccc1)NO,-9,.
CCCCNC(=O)CC1SC(=NCC)N(CC)C1=O (centres undefined),-2,.

# Laid out differently: 2 of the compounds above
# Every second line gives: ULK1 primary | ASK1 inh
- O=C1CCCN1CCCNc1ncnc2nc(Nc3nccc4ccccc34)[nH]c12
→ 1 | -2
- Cc1cccc(CN2CCc3c(O)cccc3C2=O)c1
→ 8 | .

# Carrying on.
SMILES,ULK1 primary,ASK1 inh
COc1ccc(CCNC(=O)Cc2cn(-c3ccc(N4CCc5ccccc5C4)nn3)c3ccccc23)cc1,-11,-14
COc1ccc(CCNC(=O)c2cnc(Nc3ncccn3)s2)cc1,22,10
Cc1cnc(Nc2ccc(C(F)(F)F)cc2)nc1NCCc1ccc(O)cc1,-3,-7
O=C1CCCN1CCCNc1nc(Nc2ncccn2)nc2c1ncn2C1CCCCC1,-23,-16
O=C(NCC(O)c1ccc(F)cc1)c1cn(-c2ccc3[nH]ncc3c2)nn1 (centres undefined),3,-5
Nc1cccc(-c2nc(N)c3ncn(C4CCCCC4)c3n2)c1,7,9
CC(=O)O[C@]1(C(C)=O)CC[C@H]2[C@@H]3C=C(C)C4=CC(=O)CCC4(C)[C@H]3CCC21C (some centres undefined),4,.
O=C(Nc1ccccc1)c1cnc(NC2CCC(O)CC2)s1 (centres undefined),4,-7
C=C(CC)C(=O)c1ccc(OCC(=O)O)c(Cl)c1Cl,24,.
COc1ccc(CNC(=O)CCCC(=O)Nc2cc(C)on2)cc1,7,.
c1ccc(-c2cc(N3CCCCC3)nc(-c3cccnc3)n2)nc1,-18,.
c1ccc(Nc2nc(NCc3nc4ccccc4[nH]3)c3[nH]cnc3n2)cc1,22,3
FC(F)(F)c1cccc(CNc2nc(-c3csc4ccccc34)nc3c2ncn3-c2ccsc2)c1,-2,-20
CN(C/C=C/c1ccccc1)Cc1cccc2ccccc12,-4,.
COc1ccc(CC(=O)Nc2cc3cc(-c4cn[nH]c4)ccc3cn2)cc1,38,12
CCCc1c2ccc(C)n2cc[n+]1CC(=O)c1ccc(OC)cc1,2,.
CCCNc1nc(N2CCCC(C(=O)N(CC)CC)C2)nc2nc[nH]c12 (centres undefined),2,-2
O=C(NC1CC1)c1ccnc(Nc2ccc3ncccc3c2)c1,5,-15
CNC(=O)c1ccccc1Nc1cc(Nc2ccc(OC3CCN(C)CC3)cc2OC)ncc1C(F)(F)F,95*,10
CCCNC(=O)c1csc(Nc2ccccn2)n1,13,-1
O=[N+]([O-])c1cc(/C=N/Nc2nc(Nc3ccccc3)nc(Nc3ccccc3)n2)ccc1O,40,.
Cc1nonc1C(=O)N/N=C/c1cc2c(cc1Br)OCO2,3,.
Nc1nc(Nc2ccc(N3CCOCC3)cc2)cc(-c2ccc3[nH]ccc3c2)n1,6,42*
Cc1ccc(-c2cccc3cnc(Nc4ccc(-n5cnc(N6CCOCC6)n5)cc4)nc23)cn1,-22,-15
Cc1cccc(CC(=O)Nc2cnn(-c3cccc(C(=O)Nc4cccc(F)c4)c3)c2)c1,-30,3
COc1cc(-c2cn[nH]c2)ccc1NC(=O)C1Cc2cc(O)ccc2CN1 (centres undefined),16,-4
CC(=O)c1cccc(-c2nc(C)cc(Nc3ccc(N4CCOCC4)cc3)n2)c1,-2,15
c1ccc(Nc2cc(Nc3ccc(N4CCOCC4)cc3)ncn2)nc1,1,14
CN(/C=C/C(=C\C=[N+](C)c1ccccc1)OCCCS(=O)(=O)O)c1ccccc1,2,.
CCCNC(=O)c1cc(N2CCC(N3CCOCC3)CC2)nc2ccccc12,6,-23
CN(C)c1cccc(Nc2nc3ccc(C(=O)NCCN4CCOCC4)cc3s2)c1,1,1
CCCNC(=O)c1cncc(-c2cccc(C(C)=O)c2)c1,9,4
COc1ccc2c(c1)CC(C(=O)Nc1ccc(-c3cn[nH]c3)cc1OC1CCOCC1)CO2 (centres undefined),-14,4
COc1cc(Nc2nc(Nc3ccc(-n4ccnc4)cc3)nc3c2ncn3Cc2ccc(C(F)(F)F)cc2)cc(OC)c1OC,-16,20
Cc1noc(C)c1-c1nc(NC2CC2)c2[nH]cnc2n1,0,-4
CC(=O)N[C@H]1[C@H]([C@H](O)[C@H](O)CO)O[C@](O)(C(=O)O)C[C@@H]1O,8,.
COc1ccc(-c2nc3ncnc(Nc4cc(OC)c(OC)c(OC)c4)c3[nH]2)cn1,6,45*
c1ccc(Nc2ccc3cnc(Nc4ccc(-n5cnc(N6CCOCC6)n5)cc4)nc3c2)cc1,8,2

# Complete entries, looked up by structure. Screens in order: ULK1 primary, ASK1 inh
# Profile of CC(=O)N1CCc2nc3c(C)cccn3c(=O)c2C1 → 12, .
# Profile of O=C(Nc1ccccc1)c1ccc2nc(Br)sc2c1 → -19, -2

# Source: PubChem BioAssay (The Scripps Research Institute Molecular Screening Center)

# Compounds as they come, and some 2.4% of all compounds hit somewhere here.
